# Hep lipid drop = inhibitors of hepatocyte lipid droplet formation, primary screen, imaging, high-throughput imaging, BODIPY stain; inhibition, % at 6.5 µM; AML12 mouse hepatocytes, oleate lipid droplets; actives 0.4% (n = 240,000); AID 1656, 2009;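 active = lipid droplet intensity inhibited by at least 50%, with more than 500 cells counted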
#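 System: AML12 hepatocytes (mouse). Probe or stimulus: oleic acid at 100 µM to induce lipid droplet formation. Times: overnight treatment with compound plus oleate. Detection: Image-based BODIPY and DAPI two-channel analysis. Evaluation: percent inhibition of filter-corrected integrated lipid droplet intensity per well.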
# Hep lipid drop cells 6.5 µM = further read-out of Hep lipid drop, marked with its call; cell count; measured here: cell count, cytotoxicity flag;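 cells counted across two imaged fields per well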
# * hit, by the source's call. An excerpt; the hit share may differ from the screen's.
# The first 2 records, to show the layout:
SMILES,Hep lipid drop,Hep lipid drop cells 6.5 µM
Cc1c(OCC(=O)N2CCC(C(=O)NCCCC(=O)O)CC2)ccc2c1oc(=O)c1ccccc12,9,743
O=C(c1ccccc1)N1CCN(C(=O)c2cccnc2)CC1,-2,828

# The whole of this part, previewed entries included:
SMILES,Hep lipid drop,Hep lipid drop cells 6.5 µM
Cc1c(OCC(=O)N2CCC(C(=O)NCCCC(=O)O)CC2)ccc2c1oc(=O)c1ccccc12,9,743
O=C(c1ccccc1)N1CCN(C(=O)c2cccnc2)CC1,-2,828
COc1ccc(NC(=O)CN2C(=O)NC3(CCCC3)C2=O)cc1,-7,826
COc1ccc(C(=O)NC2CCCc3c2cnn3-c2ccccc2F)cc1OC (stereo not given),-7,718
CCSc1ncc(Cl)c(C(=O)Nc2ccc(S(=O)(=O)Nc3ncccn3)cc2)n1,19,690
CC1CCC2C(=O)N(c3cccc(C(=O)Nc4ccccc4Cl)c3)C(=O)C2C1 (stereo not given),-4,818
COC(=O)CNC(=O)C1CCC(CNS(=O)(=O)c2cccc3nsnc23)CC1 (stereo not given),-3,719
CCOC(=O)c1cc(S(=O)(=O)NCc2ccc3c(c2)OCO3)cn1C,-3,716
[O-]/[N+](=C\c1ccco1)c1ccc(Cl)cc1,1,739
Cc1ccsc1/C=N/Nc1ccc(C(=O)O)cc1,1,827
NNC(=O)C(Cc1ccc(O)cc1)N1Cc2ccccc2C1=O (stereo not given),2,700
O=S(=O)(CCN1CCOCC1)c1ccccc1,12,736
COc1c(C)cccc1C(=O)NCCCNC(=O)c1ccc(C)nc1,6,801
CCc1nonc1NC(=O)c1oc2cc(Br)ccc2c1C,-7,708
Cc1ccc(NC(=O)c2ccc3c(c2)N(CC(=O)NC(C)C)C(=O)C(C)(C)O3)cc1,14,813
O=C(NCCN1CCOCC1)c1ccc2c(c1)N(Cc1ccc(Cl)cc1)C(=O)CS2,-16,800
COc1ccc(N(CC(=O)Nc2ccccc2F)S(=O)(=O)c2ccc(OC)c(OC)c2)cc1,-3,812
Cc1cc(NC(=O)CCC(=O)N(CC(=O)NCC2CCCO2)c2ccccc2)no1 (stereo not given),4,739
Cc1cccn2c(=O)c(C=C(C#N)C#N)c(N3CCN(c4ccccc4)CC3)nc12,4,831
CC(C)CNc1nc(N)c([N+](=O)[O-])c(NC2CCCCC2)n1,-3,834
Cc1ccc(C(=O)Nc2nnc(S(=O)(=O)N3CCOCC3)s2)cc1,-15,674
CS(=O)(=O)c1cccc(C(=O)N(CCc2ccccc2)Cc2cccs2)c1,0,876
O=C(Nc1ccccc1)c1ccc(NC(=O)C2CC2)cc1,-9,862
COCC(=O)N1CCC(n2nccc2NC(=O)CCOc2ccccc2)CC1,-16,731
Cc1cccc(NC(=O)NC2(C(=O)NCc3ccco3)CCCCC2)c1,-10,815

# Entries of single compounds, quoted from the list.
# `O=C(NCCN1CCOCC1)c1ccc2c(c1)N(Cc1ccc(Cl)cc1)C(=O)CS2` reads Hep lipid drop: -16; Hep lipid drop cells 6.5 µM: 800
# `COc1ccc(NC(=O)CN2C(=O)NC3(CCCC3)C2=O)cc1` reads Hep lipid drop: -7; Hep lipid drop cells 6.5 µM: 826

# New compounds follow.
SMILES,Hep lipid drop,Hep lipid drop cells 6.5 µM
COC(=O)c1ccc(OCC(=O)N2CCCc3ccccc32)cc1,-1,805
Cc1ccccc1N1CCN(S(=O)(=O)CC23CCC(CC2=O)C3(C)C)CC1 (stereo not given),-2,814
CCc1nc(=O)c(-c2ccccc2)c(C)n1-c1ccccc1,6,819
Cc1cc(NC(=O)C(C)Sc2nc(-c3ccccc3)cc(=O)[nH]2)no1 (stereo not given),-6,771
COc1ccc(O)c(C(=O)c2cnc3c(c2)c(C)nn3C)c1,-6,767
O=C(c1ccccc1)N1CCN(C(=O)C2CC2)CC1,5,799
C[N+]1(CC(O)c2ccccc2)CCCCCC1 (stereo not given),6,837
O=C(Nc1ccc(N2CCN(C(=O)c3ccccc3F)CC2)cc1)c1cncc(Br)c1,-4,693
O=C(COc1ccccc1Br)N1CCN(C(=O)c2ccco2)CC1,-30,651
Cc1cc(S(=O)(=O)NCc2ccco2)c(C)cc1Cl,-6,663
O=C(NCCCN1CCOCC1)c1cc(-c2cccc(O)c2)on1,-5,747
CC(OC(=O)CN1C(=O)NC2(CCCC2)C1=O)C(=O)Nc1cccc(Cl)c1 (stereo not given),11,870
CC1CCCCC1NC(=O)CCS(=O)(=O)c1ccc2c(c1)NC(=O)CO2 (stereo not given),-23,713
CCc1cc2c(=O)n(Cc3ccco3)c(SCC(=O)NCC3CCCO3)nc2s1 (stereo not given),-25,761
COC(=S)N/C(=N\S(=O)(=O)c1ccc(Cl)cc1)c1ccccc1,7,722
O=C(O)c1cccc(NC(=O)c2ccccc2NC(=O)c2cccc([N+](=O)[O-])c2)c1,1,825
CC(=O)c1cccc(NC(=O)N2CCCCCC2)c1,12,832
CC(C)(C)NC(=O)C(c1ccc(Cl)cc1)N(Cc1ccco1)C(=O)CCl (stereo not given),-4,785
Cc1ccc(CN2C(=O)c3ccccc3NC2c2cc(Br)ccc2O)cc1 (stereo not given),-26,804
COc1cc(CN2CCC(Oc3cc(C(=O)NC4CC4)ccc3OC)CC2)cc(OC)c1,-23,689
C=CCn1c(=S)[nH]c2cc(C(=O)Nc3ccc(F)cc3)ccc2c1=O,-3,740
C=CCNc1nnc(Cc2ccc(F)cc2)c(=O)[nH]1,-2,777
COc1ccc(-c2c(NC(=O)c3ccco3)oc3c(C)cccc3c2=O)cc1OC,3,700
Cc1cc(=O)oc2c3c(cc(OCC(=O)NCCCn4ccnc4)c12)OC(C)(C)CC3,-34,804
Cc1cccc(OCC(=O)Nc2ccc3oc(=O)ccc3c2)c1,2,772

# As entered above.
# Hep lipid drop cells 6.5 µM with COc1cc(CN2CCC(Oc3cc(C(=O)NC4CC4)ccc3OC)CC2)cc(OC)c1 reads 689
# Hep lipid drop cells 6.5 µM with Cc1cccc(OCC(=O)Nc2ccc3oc(=O)ccc3c2)c1 reads 772
# Hep lipid drop cells 6.5 µM with CC(OC(=O)CN1C(=O)NC2(CCCC2)C1=O)C(=O)Nc1cccc(Cl)c1 (stereo not given) reads 870

# Remaining list, next part
SMILES,Hep lipid drop,Hep lipid drop cells 6.5 µM
COC(=O)c1ccc(C)c(NS(=O)(=O)c2cn(C)nc2C)c1,7,856
O=C(Nc1ccc(F)cc1F)c1ccccc1NC(=O)C1CC=CCC1C(=O)O (stereo not given),10,727
COc1ccccc1CCNC(=O)C(=O)NCC1OCCN1S(=O)(=O)c1ccc(C)cc1 (stereo not given),-4,758
Cc1ccccc1CNC(=O)CCCC(=O)n1nc(C)c2ccccc21,-2,730
CC(Sc1nnc(N)s1)C(=O)Nc1ccc2c(c1)OCCO2 (stereo not given),2,738
CCOC(=O)C1CCN(CC(C)(C)NS(=O)(=O)c2ccc(Cl)cc2)CC1,7,771
CCN(Cc1cnn(C)c1)C(=O)c1cc(COc2cc(C)c(Cl)c(C)c2)on1,15,734
CCc1cccc(NC(=O)C2CCCN(c3cnccn3)C2)c1 (stereo not given),2,744
COc1ccccc1C(C(=O)NC1CCCC1)N(C(=O)c1csnn1)C1CC1 (stereo not given),-30,752
COc1ccccc1/C=C/CN1CCC(Oc2ccc(C(=O)N3CCCCC3)cc2)CC1,2,766
Cc1ccc(S(=O)(=O)NC2CC(C)(C)NC(C)(C)C2)cc1C,2,833
CCOc1ccc(CN2CCC(Cc3ccccc3)CC2)cc1,-10,776
COC(=O)c1ccc(CN2CCC(Oc3ccc(C(=O)N4CCCCC4)cc3)CC2)cc1,-15,657
Cc1ccc(C2=NN(CC(=O)NCCN(C)C)C(=O)CC2)cc1,-4,852
Cc1ccc(S(=O)(=O)Nc2cccc(C(=O)NCc3ccc(S(N)(=O)=O)cc3)c2)cc1,8,840
COc1ccc(-c2cn(Cc3ccc(C)cc3)nn2)cc1,4,850
Cc1nc2sccn2c(=O)c1S(=O)(=O)Nc1ccc(N2CCN(S(C)(=O)=O)CC2)cc1,0,797
O=C(N/N=C/c1ccc(COc2ccc(Br)cc2)o1)c1ccc2c(c1)OCO2,-21,768
Cc1cc(SCC(=O)c2cccc([N+](=O)[O-])c2)nc(=O)[nH]1,1,652
O=C(NCCCNC(=O)c1ccc(-c2cccc(Cl)c2)o1)c1cnccn1,-17,832
C=CCOC(=O)Cn1cnc2c(sc3nc(C)cc(C)c32)c1=O,5,860
COC(=O)c1ccc(-c2nc(CN3CCCN(C(=O)c4ccco4)CC3)c(C)o2)cc1,-12,722
Cc1cc(-c2nnc(CCC(=O)NCc3cc(F)cc(C(F)(F)F)c3)o2)no1,2,657
O=C1C(=O)N(c2ccccn2)C(c2cccc([N+](=O)[O-])c2)/C1=C(/O)c1ccc(Br)cc1 (stereo not given),7,807
C/C(=N\N(c1ccccc1)c1ccccc1)c1ccc(O)cc1,-51,709

# (cont.)
SMILES,Hep lipid drop,Hep lipid drop cells 6.5 µM
CN1C(=O)C(C)(C)c2cc(S(=O)(=O)N3CCCC(C(=O)NCc4ccc(Cl)cc4)C3)ccc21 (stereo not given),-26,751
O=C(Nc1ccccc1C(=O)O)c1ccc(NC(=O)C2CCCO2)cc1 (stereo not given),-16,633
CC(=O)c1ccc(OCc2cc(C(=O)N3CC[C@@H]4CCCC[C@H]4C3)no2)cc1,-1,861
O=C(c1ccccc1)N1CCN(CCc2ccccn2)CC1,-7,819
CC(C)c1cc(=O)n2[nH]c(SCc3ccccc3)nc2n1,9,819
COC(=O)CCc1c(C)c(C(=O)c2cc(OC)c(OC)c(OC)c2)c2ccccn12,4,875
COc1cccc(CN2CC(C(=O)NCCCCc3ccccn3)CCC2=O)c1 (stereo not given),1,678
COc1cc(-c2nc3sc(C)c(C)c3c(=O)o2)cc(OC)c1OC,-3,798
NS(=O)(=O)c1ccc(CCNC(=O)c2cc3ccccc3s2)cc1,-8,787
C/C(CC(=O)Nc1ccc(C)c(Cl)c1)=N\NC(=O)c1ccccn1,-9,803
COc1ccc(NS(=O)(=O)c2csc(C(N)=O)c2)cc1,-8,763
CCOc1ccc(/C=C/C(=O)Oc2ccccc2)cc1,24,826
COc1ccc(NC(=O)C2CCCN(C(=O)Nc3ccc(F)cc3)C2)cc1OC (stereo not given),3,692
OCCNc1nc(N2CCCCC2)nc2ccccc12,-7,781
NC(=O)c1ccc(NC(=O)CCC(=O)c2cccs2)cc1,-11,729
Cc1cc(C(=O)N2CCCC(Nc3ccc(F)cc3)C2)c(C)o1 (stereo not given),-18,849
Cc1ccccc1NC(=O)c1ccc2c(c1)CCN2S(C)(=O)=O,3,850
CCC(C)c1ccccc1NC(=O)c1cc(C)no1 (stereo not given),1,809
Cc1cc(-c2ccc(S(=O)(=O)NCc3ccc(F)cc3)cc2)on1,-14,671
CC1(C)CCC[C@]2(C)[C@H]3CC(=O)O[C@]3(C)CC[C@@H]12,-6,826
CCOC(=O)N1CCN(CC(O)c2c[nH]c3ccccc23)CC1 (stereo not given),-8,834
Cc1ccccc1NC(=O)Cc1nnc(SCC(=O)NC2CCCC2)n1C,-4,814
CC(C)(C)c1ccc(-n2ncc3c2CCCC3NC(=O)CCn2cncn2)cc1 (stereo not given),1,700
Cc1ccc(OCC(=O)Nc2cccnc2Cl)cc1C,-2,834
CCn1cc(C(=O)NCCCN2CC(C)CC(C)C2)c(=O)c2cc(S(=O)(=O)N(C)C3CCCCC3)ccc21 (stereo not given),-6,740

# Part of the list above in order of formula weight, descending.
SMILES,Hep lipid drop,Hep lipid drop cells 6.5 µM
COc1cccc(CN2CC(C(=O)NCCCCc3ccccn3)CCC2=O)c1 (stereo not given),1,678
CC(=O)c1ccc(OCc2cc(C(=O)N3CC[C@@H]4CCCC[C@H]4C3)no2)cc1,-1,861
Cc1cc(-c2ccc(S(=O)(=O)NCc3ccc(F)cc3)cc2)on1,-14,671
CC(C)c1cc(=O)n2[nH]c(SCc3ccccc3)nc2n1,9,819
OCCNc1nc(N2CCCCC2)nc2ccccc12,-7,781

# (next part)
SMILES,Hep lipid drop,Hep lipid drop cells 6.5 µM
O=C(N/N=C/c1c[nH]c2ccccc12)c1ccccc1O,-20,693
O=C(Nc1ccc(Cl)cc1)N1CCN(C(=O)C2CCCO2)CC1 (stereo not given),8,867
C=CCNc1nc(C(=O)OCC(=O)c2ccc(C)c([N+](=O)[O-])c2)cs1,5,829
CCOc1ccc(C(=O)NCCc2cnc[nH]2)cc1,9,845
O=C(Nc1ccccc1)Nc1nnc(Cc2ccccc2F)s1,7,788
CC(=O)N1c2ccc(S(=O)(=O)NCCC(=O)Nc3ccc(F)cc3C)cc2CC1C (stereo not given),2,733
Oc1ccccc1N1CCN(c2ncnc3scc(-c4ccc(F)cc4)c23)CC1,-44,765
CCOc1cc(CNS(=O)(=O)c2ccc3c(c2)CC(=O)N3C)cc(OCC)c1OCC,9,753
COc1ccccc1NC(=O)C(C)N(C)CCOc1ccccc1 (stereo not given),-11,701
COc1ccc(Cl)cc1S(=O)(=O)Nc1ccc(Cl)cn1,-4,813
Cc1ccc(S(=O)(=O)c2nc(-c3ccco3)oc2SC(C)C)cc1,-75,709
COc1ccc(S(=O)(=O)N(C)C)cc1NC(=O)CN1C(=O)NC2(CCCC2)C1=O,9,807
Cc1ccccc1C(=O)Nc1nnc(SCC(=O)NCc2ccco2)s1,-2,728
Cn1ccc(C(=O)Nc2sc3c(c2C#N)CCC3)n1,-27,666
O=C(NNC(=O)c1ccccc1F)C1=NN(c2ccccc2)C(=O)CC1,4,692
CCOC(=O)C1CCN(C(=O)COC(=O)CSc2ccc(C(N)=O)cc2[N+](=O)[O-])CC1,-2,613
COc1ccc(S(=O)(=O)/C(C#N)=C/Nc2ccc(NC(C)=O)cc2)cc1,-11,843
COc1ccc(NC(=O)c2c(-c3c(Cl)cccc3Cl)noc2C)cn1,0,838
CN(C)CCCNc1nc(N)c([N+](=O)[O-])c(NCc2ccccc2)n1,-2,809
Cn1c(SCC(=O)NCc2ccco2)nnc1C1CCCC1,2,700
